GALK inh: inhibitors of human galactokinase; P51570; Purified GALK, Kinase-Glo residual ATP luminescence; Potency, µM (doses to about 57.5 µM), inactives show top-dose activity change, negative = inhibition, usual class: inhibitors; actives 0.007% (n = 270,000); AID 1868; further: potency means the concentration at half of the fitted maximal effect; on the % scale 0 is the no-effect control and ±100 the full control effect
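Kinase-Glo Plus luminescence measured ATP left after a 1 h room-temperature reaction. The reaction used 5 nM GALK, 100 uM galactose and 35 uM ATP at pH 8.0 (20 mM HEPES, 5 mM MgCl2, 60 mM NaCl, 1 mM DTT, 0.01% BSA).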
PKM2 activator: activators of human pyruvate kinase M2 | P14618 | purified PKM2, Kinase-Glo ATP luminescence, activation; response scale: 0% is enzyme alone, no compound | Potency, µM (highest dose often 57.5 µM), for the others: at the highest dose activation, most hits filed as activators | actives 0.34% (n = 260,000); further: potency means the concentration at half of the fitted maximal effect; on the % scale 0 is the no-effect control and ±100 the full control effect; nearly all actives have a fitted effect of over 55% in size
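ATP formation by purified human PK-M2, quantified via coupled luciferase luminescence after 1 h at room temperature with 0.1 mM ADP and 0.5 mM PEP final.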
MBNL1 CUG block: MBNL1-poly(CUG) RNA binding inhibition; AID 2675; actives 0.036% (n = 280,000); TR-FRET MBNL1-His/biotin-(CUG)12 binding, 665/545 ratio; Potency, µM (top dose mostly 57.5 µM), for the others: at the highest dose activity change, negative = inhibition, usual class: inhibitors; active means well fitted inhibition curve with a large enough effect in the signal ratio, with a control signal flat, not every such curve was filed as active; inconclusive means small, poorly fitted or top-dose-only effect, or effect the other way, or a change in a side signal; inactive means no such curve, though single readings can be large or run the other way; the % refers to the signal ratio; further: potency means the concentration at half of the fitted maximal effect; on the % scale 0 is the no-effect control and ±100 the full control effect
Target sequence (Q9NR56 whole entry, looked up): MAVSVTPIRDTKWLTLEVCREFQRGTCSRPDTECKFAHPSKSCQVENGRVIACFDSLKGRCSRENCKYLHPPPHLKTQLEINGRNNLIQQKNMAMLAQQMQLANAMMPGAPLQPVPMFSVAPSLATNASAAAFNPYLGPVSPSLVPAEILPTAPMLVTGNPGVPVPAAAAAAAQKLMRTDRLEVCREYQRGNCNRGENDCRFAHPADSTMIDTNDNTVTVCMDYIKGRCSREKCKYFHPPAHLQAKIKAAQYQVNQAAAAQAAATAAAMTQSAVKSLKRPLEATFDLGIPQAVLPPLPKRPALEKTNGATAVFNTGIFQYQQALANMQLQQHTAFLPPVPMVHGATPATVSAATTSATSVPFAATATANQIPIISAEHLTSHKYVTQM
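Ratiometric TR-FRET (665 over 545 nm, excitation 340 nm) tracks disruption of MBNL1-His/biotin-(CUG)12 complex after 60 min at room temperature, with compounds at 92 nM to 58 uM final.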
BCR signal inh: chronic active BCR signaling inhibition; actives 0.05% (n = 340,000); ABC-DLBCL IkBa-CBG/CBR reporter, luminescence ratio, 4 h; AID 493014; Potency, µM (doses to about 46.1 µM), without a hit: top-dose ratio change, negative = lower green/red ratio, most hits filed as inhibitors; active means well fitted inhibition curve with a large enough effect in the signal ratio, with a control signal flat, not every such curve was filed as active; inconclusive means small, poorly fitted or top-dose-only effect, or effect the other way, or a change in a side signal; the % refers to the signal ratio;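 further: potency means the concentration at half of the fitted maximal effect; plate controls were basal doxycycline-induced cells for no effect and cells given 10 µM MG132 for full effect; MG132 reads +100%, hits lower the ratio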
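TMD8 human ABC-DLBCL cells with doxycycline-inducible IκBα–green luciferase fusion and unfused red luciferase, in 0.5% FBS medium; compounds up to 46 uM, 4 h at 37C. Green/red luminescence ratio, filter-overlap corrected, fitted to concentration-response curves.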
Menin-MLL TR inh: displaces Texas Red mutant MLL peptide from human menin. O00255. Menin + Texas Red MLL mutant peptide, fluorescence polarization. Potency, µM (top dose mostly 61.6 µM), for inactives: at the top dose FP activity change, negative = inhibition, hits mostly inhibitors. actives 0.23% (n = 270,000); active means well fitted inhibition curve with a large enough effect in the polarisation, with a control signal flat, not every such curve was filed as active; inconclusive means small, poorly fitted or top-dose-only effect, or effect the other way, or a change in a side signal; inactive means no such curve, though single readings can be large or run the other way; the % refers to the polarisation; further: potency means the concentration at half of the fitted maximal effect; % of control where 0% means no effect; many of its hits are not listed in these tables
Target sequence (O00255 whole entry, looked up): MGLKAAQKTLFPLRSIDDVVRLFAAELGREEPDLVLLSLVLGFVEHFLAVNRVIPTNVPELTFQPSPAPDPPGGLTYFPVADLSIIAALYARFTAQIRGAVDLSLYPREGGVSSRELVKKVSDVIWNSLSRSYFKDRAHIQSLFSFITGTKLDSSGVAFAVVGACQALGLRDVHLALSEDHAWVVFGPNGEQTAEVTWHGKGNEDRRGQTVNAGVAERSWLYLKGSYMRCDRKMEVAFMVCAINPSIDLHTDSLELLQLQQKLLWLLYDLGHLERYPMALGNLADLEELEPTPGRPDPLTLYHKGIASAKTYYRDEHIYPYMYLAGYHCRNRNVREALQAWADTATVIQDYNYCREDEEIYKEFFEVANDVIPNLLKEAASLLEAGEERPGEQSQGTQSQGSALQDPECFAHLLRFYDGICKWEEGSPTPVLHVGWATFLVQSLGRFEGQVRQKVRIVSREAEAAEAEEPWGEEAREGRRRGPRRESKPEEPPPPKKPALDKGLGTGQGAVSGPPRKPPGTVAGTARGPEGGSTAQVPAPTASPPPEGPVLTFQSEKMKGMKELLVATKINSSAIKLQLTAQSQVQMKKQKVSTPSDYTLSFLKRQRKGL
hERG WT inh: KCNH2 (human, wildtype) channel inhibition; actives 0.37% (n = 340,000); activity change, % at 1.84 µM; AID 720551; U2OS, BacMam KCNH2, thallium flux FluxOr; hits give low values;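 active means maximum activity change below -70%; inconclusive means maximum activity change between -70% and -50%; inactive means maximum activity change above -50%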; further: on the % scale 0 is the no-effect control and ±100 the full control effect
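U2OS cells were transduced with wild-type KCNH2 virus (2.03 x 10^8 / mL) for 4 h at room temperature, then cultured overnight at 37 C. Thallium flux was read with FluxOr dye. Rate constants were normalized to DMSO controls.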
Mito fusion yeast: inhibitors of mitochondrial division or activators of mitochondrial fusion; S. cerevisiae fusion-defective mutant growth rescue, CellTiterGlo 48 h; Potency, µM (doses to about 46.1 µM), for the others: at the highest dose growth rescue (activation), actives largely listed as activators; actives 0.23% (n = 320,000);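 further: potency means the concentration at half of the fitted maximal effect; % of control where 0% means no effect; nearly all actives have a fitted effect of over 45% in size; temperature-sensitive fusion mutants such as fzo1-1 at 37 °C on non-fermentable ethanol glycerol medium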
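Read-out: ATP-based luminescence (CellTiterGlo, 10 min ambient) reporting growth of fusion-defective ts yeast after 48 hours at 37C on glycerol/ethanol YPEG medium in the presence of compound.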
Eya2 phos inh: inhibitors of human Eya2 phosphatase activity. O00167. recombinant Eya2, OMFP fluorescence dephosphorylation (OMFP is methylfluorescein phosphate). Potency, µM (titrated, usually from 76.9 µM), inactives show at the top dose activity, negative = inhibition, most hits filed as inhibitors. actives 0.006% (n = 330,000). AID 488837; further: potency means the concentration at half of the fitted maximal effect; on the % scale 0 is the no-effect control and ±100 the full control effect
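Eya2 protein (added as 0.2 uM solution) was preincubated with compound for 10 min at ambient temperature in 50 mM HEPES pH 7.5, 50 mM NaCl, 5 uM MgCl2, 0.05% BSA, 1 mM DTT. OMFP (added at 50 uM) then reacted 10 min; fluorescence read at 485/525 nm.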
TSHR antag: antagonists of human thyroid stimulating hormone receptor | TSHR-expressing cells, TSH-stimulated cAMP HTRF, 2 h; hits give low values | actives 0.2% (n = 330,000) | activity change, negative = inhibition, % at 11.5 µM | P16473 | AID 504810;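 active means activity change below a set negative limit, meaning inhibition stronger than a set level, cut at about -70% in these data; inconclusive means activity change between two set negative limits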; further: on the % scale 0 is the no-effect control and ±100 the full control effect
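TSHR-expressing cells, 200/well, pre-treated with compound, then stimulated with EC80 TSH (4nM final) for 2 hours at 37 deg C. cAMP measured by competitive HTRF: anti-cAMP cryptate antibody in lysis buffer plus cAMP-d2, read after 30 minutes at room temperature.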
ASM inhibitor: blocks human secretory acid sphingomyelinase | Potency, µM (doses to about 57.5 µM), for the others: at the highest dose activity change, negative = inhibition, usual class: inhibitors | placental ASM, HMU-PC fluorogenic substrate, 60 min | actives 0.006% (n = 340,000) | AID 504937; further: potency means the concentration at half of the fitted maximal effect
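qHTS format. ASM enzyme prepared from human placenta hydrolyses the fluorogenic substrate HMU-PC0 (9 uM final) over 60 min at 37 °C after a 10 min compound preincubation.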
USP2a inh: USP2a (human) protease inhibition; O75604; USP2 core, Ub-CHOP2 coupled fluorogenic reporter, 485/531; Potency, µM (top dose mostly 38.3 µM), without a hit: at the top dose activity change, negative = inhibition, hits mostly inhibitors; actives 0.01% (n = 330,000);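 further: potency means the concentration at half of the fitted maximal effect; plate controls were DMSO wells for no effect and full inhibition by NEM control for full effect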
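Cell-free coupled assay: 10nM USP2 core preincubated 30min RT with compound in Tris-HCl pH 8.0/CaCl2/CHAPS buffer, then 25nM Ub-CHOP2 and 25nM reporter substrate; fluorescence (Ex 485/Em 531) read after 60min RT, normalized to NEM inhibition, concentration-response curves fitted.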
Active calls of the source: *; ? = inconclusive; nt = not tested or not shown; [ ] = another dose, or the depositor's remark. Unless noted, the call rests on the fitted dose curve; in most records, active means well fitted curve in the direction sought with a large enough effect; inconclusive means small, poorly fitted or top-dose-only effect, or another doubt; inactive means no such curve, though single readings can be large; an effect the other way counts as inactive or inconclusive. Not all compounds are listed (hit frequency here may not be typical).

SMILES | GALK inh | PKM2 activator | MBNL1 CUG block | BCR signal inh | Menin-MLL TR inh | hERG WT inh | Mito fusion yeast | Eya2 phos inh | TSHR antag | ASM inhibitor | USP2a inh
CC(C)(C)NC(=O)C(c1ccncc1)N(C(=O)Cn1nnc(-c2cccs2)n1)C1CCCCC1 (stereo unspecified) | 3% | 7% | 4% | 10% | ? | 2 | 2% | 6% | -1 | -1% | -1%
COc1ccc(C)cc1NC(=O)CSc1nc(=O)n(CCCN2CCOCC2)c2c1CCCC2 | nt | nt | nt | 0% | nt | -5 | -5% | 4% | -4 | 0% | 4%
CC(=O)C1C(c2ccc(OC(F)F)cc2)NC(=O)NC1(O)C(F)(F)F (stereo unspecified) | 3% | 6% | -6% | 8% | -1% | 13 | -2% | 19% | -7 | 3% | 0%
CC(C)c1nccn1S(=O)(=O)c1cc([N+](=O)[O-])ccc1Cl | 0% | -3% | nt | -9% | 8% | -3 | -2% | 1% | 12 | 4% | 1%
COc1cc(CCC(=O)Nc2ccncc2Cl)cc(OC)c1OC | -6% | 1% | 1% | 2% | nt | -16 | 0% | 3% | -12 | 1% | -1%
CC(C)C[C@H](NC(=O)OC(C)(C)C)C(=O)N[C@@H](CO)[C@H](O)[C@@H]1C[C@@H]1C(=O)N1CCCC1 | nt | 3% | -5% | -8% | -21% | -6 | -1% | 11% | 16 | 0% | 2%
COc1cc2c(cc1NC(=O)COC(=O)[C@@H](NC(=O)c1ccccc1)C(C)C)oc1ccccc12 | 3% | -9% | -10% | 19% | -1% | -6 | 16% | -1% | -17 | -4% | 3%
O=C(CCc1ccccc1)NNC(=O)Nc1ccc(Br)cc1 | -1% | 2% | 2% | ? | nt | -17 | 0% | 1% | 1 | -2% | 2%
O=C1N/C(=C\c2ccc(O)cc2)C(O)=C1C=NCc1ccccc1 | nt | 1% | ? | 2% | ? | 10 | -3% | -5% | 0 | -10% | 0%
COc1ccc(Nc2ncnc3sccc23)c(OC)c1 | 5% | -1% | -2% | 9% | ? | -1 | -3% | -14% | -13 | 0% | 1%
O=C(NCCCN1CCCC1)c1ccc(Cn2c(=S)[nH]c3ccc(Br)cc3c2=O)cc1 | -1% | 0% | 11% | ? | 5% | nt | 0% | -5% | -2 | nt | 1%
CC(=O)c1ccc(NC(=S)N(Cc2ccccc2)C(C)C2CC2)cc1 (stereo unspecified) | 0% | -2% | -9% | 1% | 4% | -13 | 5% | -7% | 27 | -3% | 8%

Compounds listed so far containing four or more nitrogen atoms, in the order listed:
SMILES | GALK inh | PKM2 activator | MBNL1 CUG block | BCR signal inh | Menin-MLL TR inh | hERG WT inh | Mito fusion yeast | Eya2 phos inh | TSHR antag | ASM inhibitor | USP2a inh
CC(C)(C)NC(=O)C(c1ccncc1)N(C(=O)Cn1nnc(-c2cccs2)n1)C1CCCCC1 (stereo unspecified) | 3% | 7% | 4% | 10% | ? | 2 | 2% | 6% | -1 | -1% | -1%
COc1ccc(C)cc1NC(=O)CSc1nc(=O)n(CCCN2CCOCC2)c2c1CCCC2 | nt | nt | nt | 0% | nt | -5 | -5% | 4% | -4 | 0% | 4%
O=C(NCCCN1CCCC1)c1ccc(Cn2c(=S)[nH]c3ccc(Br)cc3c2=O)cc1 | -1% | 0% | 11% | ? | 5% | nt | 0% | -5% | -2 | nt | 1%

The list continues.
SMILES | GALK inh | PKM2 activator | MBNL1 CUG block | BCR signal inh | Menin-MLL TR inh | hERG WT inh | Mito fusion yeast | Eya2 phos inh | TSHR antag | ASM inhibitor | USP2a inh
O=C(NCc1ccccn1)c1cn(-c2ccccc2)nc1-c1ccc(Cl)cc1 | 0% | 20% | -3% | 1% | 16% | 3 | ? | 4% | -6 | -2% | 4%
COc1ccc(N(CC(=O)NCCc2cccc(C)c2)S(=O)(=O)c2c(C)noc2C)cc1 | -7% | nt | -1% | 7% | nt | -8 | 5% | 0% | 13 | 2% | 3%
CCC(CC)C(=O)c1c[nH]c(C(=O)NCc2ccccn2)c1 | 0% | -2% | -2% | ? | 0% | 3 | -3% | -7% | 3 | 1% | 5%
Cc1c(Cl)c(C(F)F)nn1CC(=O)NC1C(=O)N2C(C(=O)O)=C(CSc3nnnn3C)CSC12 (stereo unspecified) | 1% | 1% | -6% | 0% | 9% | -21 | -4% | -4% | 5 | -1% | 0%
O=C(NCC1CCCO1)c1cccc(NC(=O)c2cccs2)c1 (stereo unspecified) | 1% | -2% | 7% | ? | 13% | -20 | -2% | -22% | 18 | 2% | 2%
O=C1COc2ccc(C(=O)C[n+]3cccc(O)c3)cc2N1 | nt | -31% | ? | -3% | nt | 9 | -4% | 17% | -5 | -2% | 3%
O=C(COC(=O)c1cncc(Br)c1)NC1CCCCCC1 | 0% | -6% | 5% | 2% | 4% | 0 | 5% | 7% | 29 | 1% | 0%
COc1ccc(Nc2cc(C)nc(N3CCN(C(=O)c4ccc5c(c4)OCO5)CC3)n2)cc1 | nt | nt | nt | 0% | nt | -5 | 1% | 6% | -5 | -2% | 1%
CC(Cc1cccs1)NC(=S)Nc1ccc(Cl)c(Cl)c1 (stereo unspecified) | -1% | 1% | 2% | ? | 0% | -8 | 16% | 3% | -2 | -5% | 0%
Cc1cc(C(=O)OCC(=O)Nc2cc(S(=O)(=O)N(C)C)ccc2Cl)c2ccccc2n1 | 5% | 4% | 2% | -1% | -2% | -10 | -6% | -6% | 5 | -4% | 1%
Cc1cc(NC(=O)CSc2nnc(Nc3ccccc3C)s2)no1 | nt | 1% | -8% | ? | nt | -8 | 1% | 13% | 4 | -2% | 0%
Cc1cnn(Cc2ccccc2)c1N | 0% | 1% | 12% | ? | -27% | -9 | 1% | ? | 6 | 3% | 2%
COc1ccc(C(=O)Nc2cccc3cccnc23)cc1OC | 1% | 0% | ? | 15% | 9% | 3 | 17% | 13% | -11 | -2% | -7%
Cc1ccc(NC(=O)/C=C/c2cccc([N+](=O)[O-])c2)nc1 | 14% | -1% | 8% | ? | 0% | -6 | -4% | 10% | 7 | -4% | 7%
CCCCc1n[nH]c2c1/C(=N/O)CC(c1ccccc1)C2 (stereo unspecified) | 4% | -14% | -13% | 11% | 16% | 5 | 3% | -4% | 31 | ? | -13%
Cc1cccc(NCC(=O)NNC(=S)Nc2ccccc2)c1 | -2% | 3% | 2% | 4% | 0% | -21 | -8% | -7% | 6 | -1% | 8%
CCCSCCCNC(=O)Cn1cc2c(n1)CCCCC2 | 0% | -3% | 8% | -1% | -18% | -4 | -1% | -3% | 2 | 3% | -3%
Oc1ccc(/C=N/Nc2cc(N3CCCC3)nc(N3CCCC3)n2)cc1O | 0% | 9% | nt | 6% | 2% | 1 | 1% | -7% | -3 | -6% | 2%
COc1nc(NC(C)=O)nc(C)c1Br | 1% | -1% | 0% | 3% | 3%[11.7 µM] | nt | 4% | -7% | 1 | nt | 2%
Cc1ccc(-c2cc(=O)c3ccccc3[nH]2)cc1 | nt | -3% | 33%[activator] | -1% | 0%[138 µM] | 1 | -1% | 5% | 9 | 3% | 2%
Cc1nn(C)cc1CNC(=O)c1cnn2c(C(F)F)cc(C3CC3)nc12 | 0% | ? | 7% | 1% | -12% | -5 | 1% | -34% | -3 | 3% | 1%
CN(C)CCCNc1c2c(nc3ccccc13)CCC2 | nt | nt | -11% | ? | -20% | -5 | -2% | 6% | 0 | 2% | 1%
Cc1ccc(-c2nc3cccnc3o2)cc1NC(=O)COc1ccc(Cl)cc1C | 0% | 16% | -4% | -1% | -12% | -3 | -2% | 27% | 3 | -2% | -2%
Cc1ccccc1-c1nc(CN2CCN(C(=O)c3ccco3)CC2)c(C)o1 | -3% | -4% | 18% | -2% | -8% | -3 | -3% | 4% | 2 | 8% | -1%
